# From PubChem
# MT1-MMP txn act: MT1-MMP promoter transcription activation; HT1080 MT1-MMP promoter luciferase reporter, luminescence, overnight; hits give high values; activation factor at 10 µM; hit rate 0.16% among 86,000;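 active means activation factor of at least 2 for MT1-MMP transcription at 10 µM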
# H69AR growth 86K: blocks growth of human H69AR lung tumor cells. H69AR lung tumor viability, ATP luminescence, 72 h; hits give low values. viability, % at 10 µM. hit rate 6% among 85,000. AID 598;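 active means viability at or below 40%; inactive means viability above 40%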;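 further: multidrug resistant small cell line overexpressing MRP-1 efflux transporter; 100% = mean luminescence of untreated control wells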
# ERa SRC1 pot: enhances coactivator binding to human estrogen receptor alpha; P03372; TR-FRET ERalpha-LBD/SRC-Cy5 coactivator binding, 2 h; 100 = basal binding, no effect; coactivator binding (% of control), % at 25.6 µM; hit rate 1.3% among 86,000; in the data active means activity above about 200%;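 further: binding measured in presence of low estradiol as agonist stimulus; 0% = peptide alone without receptor and 100% = receptor with peptide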
# HUVEC inhibit: inhibitors of human endothelial cell proliferation; HUVEC proliferation, CellTiter-Glo luminescence, 72 h; hits give low values; viability, % at 10 µM (by protocol); hit rate 1.1% among 86,000; AID 648;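 active means viability at or below 30%; inactive means viability above 30%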;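 further: 100% = median luminescence of DMSO-only cell control wells on each plate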
# Smad3 FoxH1 inh: blocks human Smad3 binding to FoxH1 peptide. inhibition, % at 25 µM. hit rate 0.29% among 88,000. TR-FRET Smad3/Dy647-FoxH1 peptide binding, europium anti-His. P84022;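 active means compounds that reduce the energy-transfer binding signal between the protein and its labelled peptide by more than half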;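 further: 0% = Smad3 plus labelled peptide maximal FRET and 100% = peptide-only background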
# ERb SRC1 inh: blocks coactivator binding to human estrogen receptor beta. Q92731. hit rate 1.3% among 86,000. inhibition, % at 25.6 µM. TR-FRET ER-beta LBD / SRC1-Cy5 peptide binding; receptor agonist-loaded with 1 µM estradiol;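 active means compounds whose percent inhibition of the receptor-coactivator binding signal exceeds about 50% in the single-dose screen, limit read from the data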;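 further: 0% = receptor plus peptide wells without compound and 100% = peptide-only wells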
# Mac1 fbg enh: increases human CD11b/CD18 adhesion to fibrinogen. P05107+P11215. K562 CD11b/CD18 adhesion to fibrinogen, ATPlite luminescence. activation, % at 10 µM. hit rate 0.07% among 93,000. AID 1499;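 active means 10 µM primary screen giving 50% or more activity, confirmed by 40% or more on retest at that dose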; further: strong numbers were not always called active
# Target sequence (P05107 whole entry, looked up, other chains not shown): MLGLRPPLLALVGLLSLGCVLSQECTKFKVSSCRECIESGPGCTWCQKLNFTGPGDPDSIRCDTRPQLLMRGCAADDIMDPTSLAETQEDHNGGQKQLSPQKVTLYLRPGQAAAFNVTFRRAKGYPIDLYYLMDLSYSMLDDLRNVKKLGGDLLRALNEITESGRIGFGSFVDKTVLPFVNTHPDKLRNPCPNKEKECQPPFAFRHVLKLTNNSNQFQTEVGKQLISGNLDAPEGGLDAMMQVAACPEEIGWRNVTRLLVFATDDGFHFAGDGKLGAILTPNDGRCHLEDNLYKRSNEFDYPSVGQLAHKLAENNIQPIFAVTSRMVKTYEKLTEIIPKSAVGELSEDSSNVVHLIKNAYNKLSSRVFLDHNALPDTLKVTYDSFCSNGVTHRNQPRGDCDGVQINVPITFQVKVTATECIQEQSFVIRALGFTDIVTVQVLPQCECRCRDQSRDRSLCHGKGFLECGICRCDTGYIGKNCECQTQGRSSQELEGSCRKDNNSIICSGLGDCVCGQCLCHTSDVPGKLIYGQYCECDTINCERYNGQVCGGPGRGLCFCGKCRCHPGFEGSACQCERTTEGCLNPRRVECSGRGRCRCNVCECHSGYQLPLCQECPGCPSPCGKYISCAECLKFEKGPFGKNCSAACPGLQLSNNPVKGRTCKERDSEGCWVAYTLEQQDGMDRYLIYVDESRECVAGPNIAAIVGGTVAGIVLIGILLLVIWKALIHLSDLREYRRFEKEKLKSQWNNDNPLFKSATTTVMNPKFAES
# ERa SRC1 inh: ER-alpha (human) coactivator binding inhibition; hit rate 1.7% among 86,000; TR-FRET ER-alpha LBD / SRC-1 peptide, estradiol-bound; inhibition, % at 25.6 µM; in the data active means inhibition above about 50%;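 further: 0% = receptor plus peptide control and 100% = peptide only without receptor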
# Lung fibro prol: blocks proliferation of human lung fibroblasts; hit rate 1.1% among 85,000; AID 719; LL 47 human lung fibroblast viability, ATP luminescence; hits give low values; viability, % at 10 µM;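 active means viability at or below 50% in the single dose screen; inactive means viability above 50%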;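 further: compound exposure lasted 72 h before the ATP readout; 100% = median luminescence of untreated cell-only wells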
#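 test system = LL 47 human lung fibroblasts | amount = 1,150 fibroblasts seeded per well | medium = 15% FBS in IMEM | times = overnight cell rest, 72 h compound treatment at 37 °C | measured by = CellTiter-Glo luminescence measuring cellular ATP | read-out = viability percentage against median untreated-cell control | benchmarks = cell-only wells, no compound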
# The depositor's hits bear a star; x = not tested or not shown; [ ] = another dose, or the depositor's remark.
# The opening 2 compounds (preview)
Compound	MT1-MMP txn act	H69AR growth 86K	ERa SRC1 pot	HUVEC inhibit	Smad3 FoxH1 inh	ERb SRC1 inh	Mac1 fbg enh	ERa SRC1 inh	Lung fibro prol
CN(C)/C=C(\C#N)c1nc2ccccc2[nH]1	1.3	97	122	80	-11	-3	1	5	95
CCn1c(SCc2ccccc2)nnc1-c1cccs1	1.1	96	112	103	6	6	x	10	97

# The list itself, repeating the preview:
Compound	MT1-MMP txn act	H69AR growth 86K	ERa SRC1 pot	HUVEC inhibit	Smad3 FoxH1 inh	ERb SRC1 inh	Mac1 fbg enh	ERa SRC1 inh	Lung fibro prol
CN(C)/C=C(\C#N)c1nc2ccccc2[nH]1	1.3	97	122	80	-11	-3	1	5	95
CCn1c(SCc2ccccc2)nnc1-c1cccs1	1.1	96	112	103	6	6	x	10	97
Cn1c(CSCc2ccc(Cl)c(Cl)c2)nnc1SCC(=O)Nc1nccs1	1.1	44	111	52	9	-6	1	-3	91
CCn1c(CSc2nc3ccccc3[nH]2)n[nH]c1=S	1	86	133	86	2	-6	3	-10	93
COC(=O)c1c(=O)n(O)c2ccc(OC)cc2[n+]1[O-]	1	106	114	104	-1	1	-3	-1	93
O=C1CC(C(=O)N2CCOCC2)C2(CCCCC2)O1 (centres undefined)	1.3	101	96	100	-1	-1	1	14	102
Cc1nc2ccccc2c2oc(C(=O)NCC3COc4ccccc4O3)cc12 (centres undefined)	1.1	81	125	50	-2	-2	-1	3	94
COC(=O)C1CCN(C(=O)Cc2ccc(OC)c(OC)c2)CC1	0.9	95	124[fluorescence artefact?]	103	8	-4	x	-2	99
C=CCOc1ccccc1/C=c1\sc2nc(=O)c(C)nn2c1=O	1.1	33*	97[fluorescence artefact?]	90	-2	38	x	36	98
Cc1ccc(-c2nc(CSCC(=O)NCCCN3CCOCC3)c(C)o2)cc1	1	87	104	101	-1	2	2	1[fluorescence artefact?]	105
Cc1nnc(SCC(=O)N2CCN(S(=O)(=O)c3ccccc3)CC2)[nH]c1=O	1	97	122	108	1	-7	-2	-3[fluorescence artefact?]	101
CCOc1cc(CN2CCSCC2)ccc1O	1.1	94	120	91	0[fluorescence artefact?]	-2	x	-7	100
COc1ccc(S(=O)(=O)N2CCCCC2)cc1Br	1.1	94	98	92	16[fluorescence artefact?]	-17[fluorescence artefact?]	4	-23	97
c1ccc(-c2nnc3sc(CN4CCC5(CC4)OCCO5)cn23)cc1	1.1	81	128	98	-8	-3	-1	-14	107
O=C(NCc1ccco1)C(Cc1ccccc1)N1C(=O)c2ccccc2C1=O (centres undefined)	1.1	105	89	89	-4	-1	4	4	96
CCCCCc1nnc(NC(=O)CS(=O)(=O)Cc2ccccc2)s1	1.2	94	105	100	7	5	x	-4	98
CCN(CC)C(=O)c1ccc(COc2ccccc2Cl)cc1	x	60	84	86	-2	1	0	3	92
Clc1ccccc1-c1nnc(-c2ccccc2Cl)o1	1.4	72	50	70	-8	17[fluorescence artefact?]	x	35[fluorescence artefact?]	103
COc1cccc(/C=N/n2c(C)nc3ccccc32)c1OC	1.1	73	96	70	0	4	x	4	84
CCOC(=O)NCc1ccc(CNC(=O)OCC)cc1	1.2	98	108	94	11	-6	1	-2	94
CCCc1c(C)c2ccc(OCC(C)=O)cc2oc1=O	1.5	90	106	111	3	-3	-2	7	100
NC(=O)NC(Cc1ccccc1)c1ccccc1 (centres undefined)	1.1	103	129	111	-9	-3[fluorescence artefact?]	-1	-1	97
CNC(=O)C1CC(=O)N(Cc2ccc(OC)c(OC)c2)C(=Nc2ccc(OC)cc2)S1 (centres undefined)	1.1	90	104	104	-5	-17[fluorescence artefact?]	x	-15	99
CC(C)C(c1nnnn1Cc1ccc2c(c1)OCO2)N1CCN(c2ccccc2)CC1 (centres undefined)	1.1	83	108	104	4[fluorescence artefact?]	12	0	0	97
N#C/C(=C/c1ccc(N2CCCCCC2)o1)c1ccc(Cl)cc1	1.5	101	90	105	-13	1	2	-3	48*
CC(=O)c1c(C)[nH]c(C(=O)Nc2ccc3c(c2)OCCO3)c1C	0.9	81	83	74	0	-2	-1	-1	100
CCSc1nnc(NC(=O)c2csc3c2CCCC3)s1	1.2	101	137	62	0	-14	x	-15	91
CC(NC(N)=O)C12CC3CC(CC(C3)C1)C2 (centres undefined)	1.1	94	99	100	3	-16	3	-3	94
CCCCCNC(=O)C(C)Sc1ccc(Cl)cc1 (centres undefined)	1.1	95	103	98	6	-7[fluorescence artefact?]	-3	11[fluorescence artefact?]	104
Cc1ccc(-c2cccc(NC(=O)C3C(C(=O)O)[C@@H]4C=C[C@H]3C4)c2)o1 (some centres undefined)	1.1	96	110[fluorescence artefact?]	92	-3	4	5	7	91
CCn1cc2c(c1-c1cccc(C)c1)c(=O)n(C)c(=O)n2C	1.1	79	113	99	-1	4[fluorescence artefact?]	-3	2[fluorescence artefact?]	84
COc1ccc(-n2nnc3c(SCC(=O)OCc4ccccc4)ncnc32)cc1	1.1	80	112	93	4	3[fluorescence artefact?]	-6	4[fluorescence artefact?]	116
C=CCN(CC=C)C(=O)c1ccccc1NC(=O)c1ccccc1C	1.1	93	101	104	2	-2	14	-2	109
COc1ccc(CCNS(=O)(=O)c2cccc(C)c2)cc1OC	1.1	92	102	96	1	1[fluorescence artefact?]	-3	2[fluorescence artefact?]	100
COc1ccc(CCNC(=O)CSc2nc(O)c(CC(C)C)c(=O)[nH]2)cc1OC	1.1	98	71	105	2	32[fluorescence artefact?]	0	19	107
Cc1cc(N2CCC(C)CC2)nc2cccc(O)c12	x	59	550*[fluorescence artefact?]	82	1	-3	0	-11	84
COc1ccc2[nH]c(C)cc(=O)c2c1	1.3	101	95	86	4	-14	x	-6	95
COc1cccc2c(=O)cc(C)n(CC(=O)Nc3ccc(C)c(C)c3)c12	0.9	77	98	90	0	-8	1	-4	86
CCOn1c(=O)c(-c2ccc(OC)c(OC)c2)[n+]([O-])c2ccccc21	1	100	91[fluorescence artefact?]	97	-12	4[fluorescence artefact?]	x	-5[fluorescence artefact?]	106
CCn1nc(C)c(NC(=O)CCSc2nc(-c3ccco3)cc(C(F)(F)F)n2)c1C	1.1	97	98	102	-9	-5	1	-4	104
CCCC(=O)Nc1c(-c2ccc(OC)cc2)c(=O)c2ccccc2n1C	1.1	98	98	110	15	-5	-3	-2	98
CCOC(=O)c1c(CN2CCCCC2)oc2ccc(O)cc12	1.2	72	121	93	0	-5	-3	-2	96
COc1ccc(C(=O)CSc2nnc(-c3cc(C)cc(C)c3)o2)cc1	1.2	77	134	93	9	-5	3	5	95
CC(=O)Nc1ccc2c(c1)nc(CCNC(=O)c1ccccc1)n2C	1.1	102	96	107	-2	10	x	5[fluorescence artefact?]	96
CCCCn1c(/N=C/c2cc(OC)ccc2O)nc2ccccc21	1.1	48	108	98	-1	-6	-4	-6	99
Cc1cccc2cc(C#N)c(SCC(=O)NCC3CCCO3)nc12 (centres undefined)	1.2	88	158[fluorescence artefact?]	99	3	10	x	22[fluorescence artefact?]	95
O=S(=O)(c1ccc(Br)cc1)n1ccc2ccccc21	1.1	8.4*	93[fluorescence artefact?]	88	-12	0	x	-4	87
CCN(CC)CC(C(=O)N(CC)CC)P(=O)(c1ccccc1)c1ccccc1 (centres undefined)	1.1	94	109	100	15	0	-2	6	93
CC(C)(Oc1cccc2ccccc12)C(=O)O	1.1	75	109	96	-13	9[fluorescence artefact?]	4	12	103
Cc1ccc(-n2nc3c(c2NC(=O)c2cccs2)CSC3)cc1	1	95	154[fluorescence artefact?]	81	9	6	12	12[fluorescence artefact?]	87
C=CCn1c(=O)c(C(=O)Nc2ccccc2OC)c(O)c2ccccc21	1.3	79	140	104	5	-3[fluorescence artefact?]	-2	-5	92
COc1ccccc1C(=O)NCCn1cc(SCC(=O)NCc2ccco2)c2ccccc21	1	65	100	92	1	33	x	36	91
Cc1onc(-c2ccccc2Cl)c1C(=O)Nc1ccccc1N1CCOCC1	1	76	103	96	0	-8	5	1	98
COc1nc(C#N)nc(N(C)C)n1	1.1	102	94[fluorescence artefact?]	103	-11	-7	4	-2	x
CC(C)CCSc1nc(N)c(C#N)cc1C#N	1.3	74	391*[fluorescence artefact?]	68	10	25[fluorescence artefact?]	x	40[fluorescence artefact?]	89
CSc1ccccc1NC(=O)c1ccc(C)o1	1.2	86	114	95	-1	0	-8	-6	98

# Next section
Compound	MT1-MMP txn act	H69AR growth 86K	ERa SRC1 pot	HUVEC inhibit	Smad3 FoxH1 inh	ERb SRC1 inh	Mac1 fbg enh	ERa SRC1 inh	Lung fibro prol
O=c1c(-c2cccc3ccccc23)[n+]([O-])c2ccccc2n1O	1.2	94	84	112	-4	-2	0	-2	100
CCN1CCN(C(=O)c2nn(-c3ccccc3)c(=O)c3ccccc23)CC1	1.1	86	105[fluorescence artefact?]	84	20	-4	-6	-6	100
Cc1cc(C)cc(N(C(=O)C2CCCC2)C2C=CS(=O)(=O)C2)c1 (centres undefined)	1	87	101	90	-8	22[fluorescence artefact?]	x	4[fluorescence artefact?]	96
O=C(COC(=O)c1ccccc1Oc1ccccc1)NC1CCS(=O)(=O)C1 (centres undefined)	1	90	97	100	-9	5	3	-3	103
COc1ccccc1-c1nc(S(=O)(=O)c2ccc(Cl)cc2)c(N(C)C)o1	1.2	66	102	93	-10	-16	0	-17	98
COC(=O)C1Sc2[nH]c(=O)sc2C2c3ccccc3OC(=O)C12 (centres undefined)	1.2	96	100	104	9	4	x	-3	95
Cc1ccc(CNC(=O)c2c(C)cc(=O)oc2C)cc1	1.1	94	93	86	2	4	2	-10	99
CCc1cccc(NC(=O)Cn2cccc2)c1	1.1	92	104	109	1	-7[fluorescence artefact?]	-7	-5	98
CSc1nnc(-c2ccc(O)cc2)n1C	1	97	99	104	6[fluorescence artefact?]	-5	-4	-1	99
Cn1c(SCc2cccc3ccccc23)nnc1-c1ccco1	1.1	80	92	98	-7	-22	4	-10	108
CCOC(=O)Cn1c(=O)oc2cc(S(=O)(=O)N3CCN(c4ccccn4)CC3)ccc21	1.1	97	245*[fluorescence artefact?]	92	-5	33[fluorescence artefact?]	6	31[fluorescence artefact?]	92
Cc1ccc(S(=O)(=O)N(C)c2ccc(OCC(=O)OCc3c(C)noc3C)cc2)cc1	1.1	92	106	89	2	-9	1	-9	87
CC(C)(C)OC(=O)N[C@@H](Cc1c[nH]c2ccccc12)c1nnc(SCC(N)=O)o1	1.3	97	120	101	3	-7[fluorescence artefact?]	4	-1	94
N#Cc1c(N)n(CCNC(=O)c2cccs2)c2nc3ccccc3nc12	0.9	101	93	100	6	1	0	-2[fluorescence artefact?]	105
Cc1cccc(Nc2nc(N)nc(CN3CCN(C)CC3)n2)c1	1	x	111	99	-7	2	2	3	98
CCOc1cc2[nH]c(=O)n(CCC(=O)NCCc3ccccc3)c(=O)c2cc1OCC	0.9	46	103	53	-3	19[fluorescence artefact?]	-4	24	91
O=C(CN(C1CCCCC1)S(=O)(=O)c1ccccc1)N1CCCC1	1.3	97	120	83	4	-6	16	3	90
CCCn1c(SCC(=O)NC)nnc1C(C)C	1.1	94	109	106	8	-7	4	0	89
CCOc1nc(-c2ccccc2O)nc2ccccc12	1	92	139[fluorescence artefact?]	88	11	4[fluorescence artefact?]	4	-2[fluorescence artefact?]	89
Fc1ccc(-c2nnc3sc(C4COc5ccccc5O4)nn23)cc1 (centres undefined)	1.1	x	95	90	-1	14	-3	6	95
Cc1cccc(-n2ncc3c(Nc4ccc(F)cc4)ncnc32)c1	1	85	97	103	3	-8	-3	-3	83

# Not all compounds are listed; the hit share may differ from the screen's.
